TRPC4 PAM: positive allosteric modulators of TRPC4, primary screen, cell-based, mouse TRPC4beta, HEK293 mu-opioid, Fluo-4 calcium; Short transient receptor potential channel 4 (Mus musculus), Q9QUQ5; DAMGO EC20, Fluo-4 Ca2+ flux; active compounds read high; B-score at 10 µM; 310,000 tested, 0.42% active; AID 2227, 2009;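 active = B-score of calcium response area above 5 SD of library B-scores, with initial fluorescence ratio within 5 SD of library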;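 also: B-score of integrated fluorescence ratio over time as area under calcium response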
Target sequence (Q9QUQ5 whole entry, looked up): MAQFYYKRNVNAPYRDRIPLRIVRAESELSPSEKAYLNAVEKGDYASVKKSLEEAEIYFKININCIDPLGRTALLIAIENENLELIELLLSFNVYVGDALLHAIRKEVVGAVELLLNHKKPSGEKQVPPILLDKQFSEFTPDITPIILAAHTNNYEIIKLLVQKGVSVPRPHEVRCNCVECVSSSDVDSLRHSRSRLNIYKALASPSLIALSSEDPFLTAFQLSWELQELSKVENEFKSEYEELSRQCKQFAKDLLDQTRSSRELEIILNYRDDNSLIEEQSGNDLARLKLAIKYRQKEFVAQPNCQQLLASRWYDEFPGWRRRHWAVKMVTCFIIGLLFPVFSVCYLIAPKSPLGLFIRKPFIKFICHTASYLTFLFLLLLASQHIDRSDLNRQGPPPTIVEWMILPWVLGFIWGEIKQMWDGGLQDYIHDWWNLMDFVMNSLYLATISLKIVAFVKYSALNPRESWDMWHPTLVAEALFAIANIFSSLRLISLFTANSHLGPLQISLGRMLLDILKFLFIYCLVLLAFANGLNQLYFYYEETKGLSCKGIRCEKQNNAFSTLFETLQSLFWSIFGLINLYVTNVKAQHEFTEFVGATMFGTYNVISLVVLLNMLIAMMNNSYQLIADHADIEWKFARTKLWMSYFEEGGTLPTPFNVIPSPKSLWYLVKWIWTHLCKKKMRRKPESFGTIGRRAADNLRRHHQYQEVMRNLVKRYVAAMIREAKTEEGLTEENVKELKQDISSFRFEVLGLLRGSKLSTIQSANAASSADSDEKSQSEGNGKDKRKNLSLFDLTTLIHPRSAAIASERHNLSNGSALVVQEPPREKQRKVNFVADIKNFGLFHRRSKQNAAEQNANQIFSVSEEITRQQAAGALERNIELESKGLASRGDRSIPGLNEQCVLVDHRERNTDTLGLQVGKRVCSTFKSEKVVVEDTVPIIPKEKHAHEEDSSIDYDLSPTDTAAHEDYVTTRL
MrgX1 antagonist: antagonists of human MrgX1 receptor, primary screen, HEK293 cells, Fluo-4 calcium flux | 310,000 tested, 1.3% active | AID 588676, 2011 | BAM8-22 antagonism; active compounds read low | Mas-related G-protein coupled receptor member X1 (Homo sapiens), Q96LB2 | B-score at 10 µM;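 active = calcium-response B-score plate-corrected more than 3 library SD below zero, starting fluorescence within 5 deviations, no agonist response on first addition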;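 also: peak minus trough fluorescence over baseline after final BAM8-22 challenge near maximal dose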
TRPC6 inhibitor: mouse TRPC6 channel inhibitors, primary screen, cell-based, HEK293, membrane potential dye; Short transient receptor potential channel 6 (Mus musculus), Q61143; ACh-evoked depolarization; active compounds read low; B-score at 10 µM; 310,000 tested, 1.1% active; AID 2553, 2010;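 active = B-score under library mean minus 3 SD, initial fluorescence not abnormally high, positive integrated signal ratio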;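 also: B-score derived from integrated fluorescence ratio over the kinetic read; more negative B-score means stronger inhibition of depolarization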
TRPC6 act: mouse TRPC6 channel activators, primary screen, cell-based, HEK293, membrane potential dye | Short transient receptor potential channel 6 (Mus musculus), Q61143 | HEK293-TRPC6 membrane potential dye fluorescence; active compounds read high | B-score at 10 µM | 310,000 tested, 0.13% active;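 active = B-score of the integrated fluorescence ratio above library mean plus 3 SD, and starting fluorescence ratio within library mean plus 5 SD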;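 also: higher score means more depolarization so channel activation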
MrgX1 allo act: positive allosteric modulators of MrgX1, primary screen, HEK293 cells, Fluo-4 calcium flux; FDSS; active compounds read high; B-score at 10 µM; 310,000 tested, 0.63% active; AID 588675, 2011;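 active = plate-corrected calcium response at least 3 library SD above typical, normal starting fluorescence, not activating the receptor alone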;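 also: compound read alongside a low EC10 to EC30 dose of BAM8-22 agonist; peak minus trough fluorescence over baseline measured at the second addition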
PolyA inhibitor: polyadenylation inhibitors in yeast reporter cells, primary screen, luminescence, S. cerevisiae; S. cerevisiae SKY197-pL101 polyadenylation reporter, beta-gal luminescence; efflux-impaired pdr1/pdr3 knockout yeast; score 100 = 6 SD above DMSO; calls only at 12 µM; 300,000 tested, 0.02% active; AID 1875, 2009;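 active = lowest replicate activity score at least 50, where 100 means six control SD above control mean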;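 also: yeast exposed to compound for 9 h at 30 °C; higher score means more reporter readthrough which indicates perturbed polyadenylation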
TRPC4 agonist: activators of mouse TRPC4 channel, primary screen, Fluo4 calcium, HEK293 TRPC4beta/mu-opioid cells | Short transient receptor potential channel 4 (Mus musculus), Q9QUQ5 | Fluo4 calcium fluorescence; active compounds read high | B-score at 10 µM | 310,000 tested, 0.49% active | AID 2237, 2010;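 active = B-score above 5 SD of library B-scores, and initial fluorescence ratio not above library mean plus 5 SD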;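 also: positive B-score marks a calcium rise read as TRPC4 activation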
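Material: TRPC4beta and mu-opioid receptor HEK293 stable cells | Incubation: 45 min room-temperature Fluo4 loading, 110 s read | Detection: Kinetic Fluo4 calcium fluorescence | Measure: Integrated baseline-normalised fluorescence ratio, converted to per-well B score | Benchmarks: Low control buffer alone, high control maximal DAMGO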
TRPC4 block: inhibitors of mouse TRPC4 channel, primary screen, Fluo4 calcium, HEK293 TRPC4beta/mu-opioid cells. Short transient receptor potential channel 4 (Mus musculus), Q9QUQ5. DAMGO-evoked Fluo4 calcium flux; active compounds read low. B-score at 10 µM. 300,000 tested, 0.39% active. AID 2247, 2010;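 active = B-score over 3 SD under the library average, no early fluorescence shift, positive overall ratio signal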
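Assay system: HEK293 cells with stable TRPC4beta plus mu-opioid receptor expression. Dosing: single dose. Measured by: Fluo4 Ca2+ flux fluorescence. Also added: DAMGO in two steps, submaximal then maximal. Read-out: B score from integrated Fluo4 fluorescence ratio.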
MrgX1 agonist: agonists of human MrgX1 receptor, primary screen, HEK293 cells, Fluo-4 calcium flux; B-score at 10 µM; AID 588627, 2011; Mas-related G-protein coupled receptor member X1 (Homo sapiens), Q96LB2; Fluo-4 calcium fluorescence, agonist mode; active compounds read high; 310,000 tested, 0.44% active;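 active = calcium response B-score plate-corrected fluorescence ratio at least 3 library SD, with starting fluorescence B-score inside 5 SD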
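Material – MrgX1-expressing HEK293 cells · Input – 15,000 cells seeded per well · Dosing – compound as first of three additions · Times – overnight seeding, then 1 h dark dye loading · Measured by – kinetic Fluo-4 NW fluorescence of intracellular calcium · Read-out – B-scored fluorescence response ratio · Benchmarks – positive and negative control wells on each plate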
HIF activator: HIF pathway transcriptional activators, primary screen, cell-based, U2OS HRE-luciferase, luminescence | U2OS HRE-luciferase reporter; normalized: DMSO 0%, desferrioxamine 100% | activation, % at 7.5 µM (by protocol) | 300,000 tested, 0.32% active;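 active = mean activation of at least 10% of the iron chelator positive control signal, with at least half of replicates also reaching 10%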
AI-2 QS mod: Vibrio harveyi AI-2 quorum sensing modulators, primary screen, JMH597 strain, luminescence/OD600 ratio. Vibrio harveyi JMH597 AI-2 luminescence/OD600 ratio, 9 h; active compounds read low; strain lacks LuxN and CqsS sensors; 0 = neutral-control median. activity change, % at 7.5 µM. 300,000 tested, 0.4% active; in the data active = activity change below about -75%, passing the limit was not always enough;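 also: luminescence divided by OD600 gain over 9 h not by final OD600 alone; inactives centre near 13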
Starred values were filed as active, the others as inactive; i = inactive; · = not tested or not shown. Only part of the results is shown. The share of hits here may be higher or lower than overall.

Every second line gives: TRPC4 PAM	MrgX1 antagonist	TRPC6 inhibitor	TRPC6 act	MrgX1 allo act	PolyA inhibitor	TRPC4 agonist	TRPC4 block	MrgX1 agonist	HIF activator	AI-2 QS mod
O=C(CSc1ncnc2nc[nH]c12)c1ccc2ccccc2c1
  i	i	i	i	i	i	i	i	i	0.2	3.3
CN(C)Cc1c(O)ccc2c(=O)c(-c3ccccc3)c(C(F)(F)F)oc12
  i	i	i	i	i	i	i	i	i	-1.9	-1.1
O=C(Nc1nc2ccc(SC(F)F)cc2s1)c1ccc2c(c1)S(=O)(=O)c1ccccc1C2=O
  i	i	i	i	i	i	i	i	i	0.1	5.7
COc1cccc(CC2(CO)CCN(CC3=CC[C@H]4C[C@@H]3C4(C)C)CC2)c1
  i	i	i	i	i	i	i	i	i	·	26.7
COC(=O)/C(C#N)=C/c1ccc(C)o1
  i	i	i	i	i	i	i	i	i	0.6	11.5
CCCCOc1ccc(CSc2ncn[nH]2)cc1
  i	i	i	i	i	i	i	i	i	-31.2	32.7
COc1ccc(C2/C=C\CN(C(=O)CC(C)C)CC(=O)N2Cc2ccc(F)cc2)cc1 (configuration not stated)
  i	·	i	i	·	i	i	i	·	0.7	7.7
Cc1ccc(NC(=O)C(C)Sc2nnc(C)n2C)cc1 (configuration not stated)
  i	i	i	i	i	i	i	i	i	-0.5	2.4
CC(C)c1ccc(C2C(C(=O)c3ccco3)=C(O)C(=O)N2CCN2CCOCC2)cc1 (configuration not stated)
  i	i	i	i	i	i	i	i	i	0.2	29.0
O=C(/C=C/c1ccc(Cl)cc1Cl)c1ccc[nH]1
  i	i	i	i	i	i	i	i	i	1.0	9.7
O=c1ccc2cc3c4c(c2o1)CCCN4CCC3
  i	i	i	i	i	i	i	i	i	-2.5	17.1
CCCCNC(=S)NC(=O)c1ccccc1Br
  i	i	i	i	i	i	i	i	i	1.3	15.4
OC1(c2ccc(Cl)cc2)CN(c2ccccc2)C2=[N+]1CCS2 (configuration not stated)
  i	i	i	i	i	i	75*	i	i	1.1	18.0
CCOc1ccc(CCNC(=O)CSc2nn(-c3ccc(C)c(Cl)c3)c(=S)s2)cc1OCC
  i	i	i	i	i	i	i	i	i	·	17.8
COCCn1c(SCC(=O)N2CC(=O)Nc3ccccc32)nc2ccccc2c1=O
  i	i	i	i	i	i	i	i	i	-1.4	-7.5
CCn1cc(S(=O)(=O)CC(=O)Nc2ccc(C)cc2)c2ccccc21
  i	i	i	i	i	i	i	i	i	-0.1	19.0
COc1ccc(C(=O)NCCc2nnc3ccc(SCC(=O)N4CCCC4)nn23)cc1
  i	i	i	i	i	i	i	i	i	-0.6	8.3
Clc1ccc(-c2cc3ccccc3nc2N2CCOCC2)cc1
  i	i	i	i	10.8*	i	i	i	i	-0.1	10.9
CN(Cc1c(C(=O)N/N=C/c2ccccc2)nnn1-c1nonc1N)C1CCCCC1
  i	i	i	i	i	i	i	i	i	0.4	8.0
CCOc1ccc(CCNC(=O)CN(C)S(=O)(=O)c2cccs2)cc1OCC
  i	i	i	i	i	i	i	i	i	0.1	12.2
O=C(NCc1nnnn1-c1ccc(F)c(F)c1)c1ccc(S(=O)(=O)N2CCOCC2)cc1
  i	i	i	i	i	i	i	i	i	0.4	-12.6
Cc1ccc(S(N)(=O)=O)c(C)c1N1CCCC1=O
  i	i	i	i	i	i	i	i	i	-0.5	7.0
Cc1ccc(NC(=O)CCN2C(=O)C3CCCCC3C2=O)c(O)c1 (configuration not stated)
  i	i	i	i	i	i	i	i	i	0.2	14.5
O=c1c2ccccc2nc(-c2ccccc2)n1Cc1ccco1
  i	i	i	i	i	i	i	i	i	0.0	9.6
CCc1ccc(NC(=O)CSc2ccc(-c3ccccn3)nn2)cc1
  i	i	i	i	i	i	i	i	i	12.6*	11.6
O=C(CCCC(=O)N/N=C/c1ccccc1C(=O)O)N/N=C/c1ccccc1C(=O)O
  i	i	i	i	i	i	i	i	i	1.1	33.2
CCOC(=O)Cc1csc(NC(=O)c2ccc(C)cc2)n1
  i	i	i	i	i	i	i	i	i	0.7	-0.2
CC(=O)N(c1ccccc1)c1ccc([N+](=O)[O-])cc1[N+](=O)[O-]
  i	i	i	i	i	i	i	i	i	0.1	15.6
CCCN1C(=O)C(Cc2nc3ccccc3c(=O)n2C)c2ccccc21 (configuration not stated)
  i	i	i	i	i	i	i	i	i	-0.4	·
COCCn1c(Sc2nc(C)cs2)nc2c1c(=O)[nH]c(=O)n2C
  i	·	i	i	·	i	i	i	·	0.1	20.8
CC1(C)C(=O)OC(c2ccccc2)C(C)(C)C1=O (configuration not stated)
  i	i	i	i	i	i	i	i	i	0.3	25.6
Cc1[nH]nc(SCC(=O)NC2CCCCC2)c1[N+](=O)[O-]
  i	i	i	i	i	i	i	i	i	0.1	18.8
COc1ccc(CC(=O)Nc2nccs2)cc1OC
  i	i	i	i	i	i	i	i	i	-11.5	-21.3
CCCCSC1=N/C(=C/c2ccsc2)C(=O)N1c1ccccc1
  i	i	i	i	i	i	i	i	i	0.6	21.7
O=C(Nc1cccc(-c2cscn2)c1)C1CCN(Cc2ccsc2)CC1
  i	i	i	i	i	i	i	i	i	0.0	4.6
CCN(CC)CCNc1nc(SC)nc2sc3c(c12)CCN(C)C3
  i	i	i	i	i	i	i	i	i	-0.2	8.8
CCN(CC)S(=O)(=O)c1cccc(NC(=O)c2ccc(Br)cc2)c1
  i	i	i	i	i	i	i	i	i	0.3	4.9
COc1ccc(-c2cc(C)no2)cc1S(=O)(=O)N1CCOc2ccccc21
  i	i	i	i	i	i	i	i	i	0.2	10.1
COc1ccccc1C1CC(c2ccc(Br)cc2)=NN1C(=O)c1cccnc1 (configuration not stated)
  i	i	i	i	i	i	i	i	i	1.4	29.3
Cn1c(=O)c2c(nc(NCc3ccc4c(c3)OCO4)n2Cc2ccc(F)cc2)n(C)c1=O
  i	i	i	i	i	i	i	i	i	-0.7	16.2
O=C(c1ccc(F)cc1)C1CCN(C(=O)c2ccccc2F)CC1
  i	i	i	i	i	i	i	i	i	-3.8	2.7
COc1ccc(Cl)cc1NC(=S)N(Cc1cccnc1)Cc1ccco1
  i	i	i	i	i	i	i	i	i	-0.9	0.4
Cc1ccc(CNc2ccc(O)cc2)cc1
  i	·	i	i	·	i	i	i	·	-2.4	32.5
C#CCOCCOCCOCCNc1nc(N2CCN(C(=O)Cn3cc(CC(C)O)nn3)CC2)nc(N2CCN(C(=O)[C@H](C)n3cc(CCCN=C(N)N)nn3)CC2)n1 (some centres not stated)
  i	i	i	i	i	i	i	i	i	0.3	19.8
O=C(CCn1c(=O)c2cccn2c2ccccc21)Nc1ccc(F)cc1
  i	i	i	i	i	i	i	i	i	0.5	-11.2
C=CCN(CC(=O)NC1CCS(=O)(=O)C1)S(=O)(=O)c1ccccc1C(F)(F)F (configuration not stated)
  i	i	i	i	i	i	i	i	i	-0.7	29.1
Cc1ccccc1OCCCCc1c(C)n[nH]c1C
  i	i	i	i	i	i	i	-6*	i	0.1	22.7
O=c1/c(=C\c2ccc(F)cc2)sc2n1CCCN=2
  i	i	i	i	i	i	i	i	i	1.9	19.9
CC(C)Nc1nc(NC(N)=S)nc(NC(C)(C)C)n1
  i	i	i	i	i	i	i	i	i	-0.6	33.0
Cc1nn(Cc2noc(C(=O)NCCc3ccccn3)n2)c(C)c1Br
  i	i	i	i	i	i	82*	i	i	0.0	·
O=C(Nc1cc(=O)c2ccccc2o1)N1CCCCC1
  i	i	i	i	i	·	i	i	i	0.5	17.5
CCOc1cccc(CNCCNC(=O)c2nonc2N)c1
  i	i	i	i	i	i	i	i	i	0.3	-1.9
COc1ccccc1CNc1nc2nc(C)c(C)c(=O)n2[nH]1
  i	i	i	i	i	i	i	i	i	-0.7	21.6
O=[N+]([O-])c1ccc(OCc2nnc(-c3ccccc3)o2)cc1
  i	i	i	i	i	·	i	i	i	0.7	2.8
COc1ccc2nc(SCc3ccccc3)nc(C)c2c1
  i	i	i	i	i	i	i	i	i	2.4	24.9
COc1ccc(/C=C2\SC(=S)N(CC3CCCO3)C2=O)cc1 (configuration not stated)
  i	i	i	i	i	i	i	i	i	1.9	-5.6
Cc1cccc(OCc2nc(C#N)c(NCCN(C)C)o2)c1
  i	i	i	i	i	i	i	i	i	0.3	16.4
Cc1ccc(S(=O)(=O)N2CCN(C(=O)c3ccco3)CC2)c(C)c1
  i	i	i	i	i	i	i	i	i	-19.8	16.8
O=C(N/N=C/c1ccncc1)c1nn(Cc2ccccc2)c(=O)c2ccccc12
  i	i	i	i	i	i	i	i	i	-0.7	12.2
COC(=O)CSc1nnc(-c2ccc(S(=O)(=O)N3CCCCC3)cc2)o1
  i	i	i	i	i	i	i	i	i	-0.1	-21.9

Further records
Every second line gives: TRPC4 PAM	MrgX1 antagonist	TRPC6 inhibitor	TRPC6 act	MrgX1 allo act	PolyA inhibitor	TRPC4 agonist	TRPC4 block	MrgX1 agonist	HIF activator	AI-2 QS mod
COCc1nnc(NC(=O)CC(c2ccccc2)c2ccccc2)s1
  i	i	i	i	i	i	i	i	i	0.0	14.8
COc1ccccc1-c1coc2cc(OCC(=O)OCc3ccccc3)ccc2c1=O
  i	i	i	i	i	i	i	i	i	-0.3	12.1
CCCOC(=O)C1=C(C)NC2=C(C(=O)CCC2)C1c1cc(OC)ccc1OC (configuration not stated)
  i	i	i	i	i	i	i	i	i	-0.2	28.5
Cc1ccc(-c2nc(N)n(S(C)(=O)=O)n2)cc1
  i	i	i	i	i	i	i	i	i	0.4	21.5

Screens as filed in PubChem BioAssay.
